Arr AP2 block – inhibitors of beta-arrestin/AP2 binding, primary screen, biochemical, GPCR trafficking, flow cytometry; beta-arrestin 1 C-terminal peptide binding to AP2 beta2-adaptin appendage (human); FITC-arrestin peptide / GST-AP2 beads; AP2 beta2 appendage carries R879A mutation; inhibition, % at 10 µM; hit rate 0.31% among 340,000;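 active = inhibition above a set limit, near 3 SD of compounds lacking own fluorescence, cut at about 54% in these data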;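 also: plate controls were DMSO wells for no effect and 5 µM unlabelled arrestin peptide for full effect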
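System: GST-AP2 R879A bound to glutathione beads, E. coli-expressed. Also added: 50 nM FITC-arrestin peptide. Schedule: compound with beads 12 min RT, then probe 1 h RT. Signal: bead flow cytometry, FITC channel. Read-out basis: percent response.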
HTR5A ag – HTR5A agonists in luminescence cell assay, primary screen, counter-screen for OPRM1-OPRD1 heterodimer agonist project, full-deck HTS | 5-hydroxytryptamine receptor 5A (Homo sapiens), P47898 | cell-based | activation, % at 9.3 µM | hit rate 0.61% among 340,000; in the data active = activation mostly above about 9.5%, no sharp cut-off; inactive = mostly below about 7.6%;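 also: 0% = cells with vehicle only and 100% = reference agonist; strong numbers were not always called active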
Target sequence (P47898 whole entry, looked up): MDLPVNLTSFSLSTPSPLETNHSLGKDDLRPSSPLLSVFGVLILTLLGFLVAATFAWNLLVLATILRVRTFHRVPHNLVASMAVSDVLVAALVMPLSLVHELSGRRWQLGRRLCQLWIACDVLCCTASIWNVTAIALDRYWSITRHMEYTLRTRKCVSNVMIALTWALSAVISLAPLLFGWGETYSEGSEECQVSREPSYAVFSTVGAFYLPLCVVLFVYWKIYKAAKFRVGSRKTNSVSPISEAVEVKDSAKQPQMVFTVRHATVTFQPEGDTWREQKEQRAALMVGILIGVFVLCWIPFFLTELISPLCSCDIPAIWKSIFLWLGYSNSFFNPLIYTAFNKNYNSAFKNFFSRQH
PKA-R2B activ – activators of PKA-R2B holoenzyme, primary screen, biochemical, fluorescence polarization, Cy5-IP20, human; cAMP-dependent protein kinase catalytic subunit beta (Homo sapiens) + cAMP-dependent …; PKA-R2B holoenzyme dissociation; R2B truncated from residue 108, S112A mutant; 0% DMSO only, 100% 113 µM cGMP; activation, % at 11.4 µM; hit rate 0.079% among 340,000; AID 504700, 2011;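 active = activation above a cutoff set at the mean over all compounds plus 3 SD, cut at about 18% in these data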;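 also: higher means more holoenzyme dissociation and a rise in polarization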
Target sequence (P31323 whole entry, looked up, other chains not shown, the tested form may be a part): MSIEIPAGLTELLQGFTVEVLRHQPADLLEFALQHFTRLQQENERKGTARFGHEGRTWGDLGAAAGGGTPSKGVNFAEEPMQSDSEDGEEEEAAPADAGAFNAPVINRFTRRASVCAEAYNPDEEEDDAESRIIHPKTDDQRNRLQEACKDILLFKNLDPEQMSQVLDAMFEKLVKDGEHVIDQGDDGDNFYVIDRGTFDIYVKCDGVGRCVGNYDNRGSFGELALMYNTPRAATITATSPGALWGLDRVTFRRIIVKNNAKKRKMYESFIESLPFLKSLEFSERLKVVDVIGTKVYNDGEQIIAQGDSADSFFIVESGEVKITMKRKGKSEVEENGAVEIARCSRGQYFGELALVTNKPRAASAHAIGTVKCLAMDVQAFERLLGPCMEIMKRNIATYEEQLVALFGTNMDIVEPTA
V-ATPase pHluor – regulators of yeast V-ATPase proton pumping, primary screen, pHLuorin cytosolic pH fluorescence; S. cerevisiae; response, % at 10 µM; hit rate 0.37% among 350,000; in the data active = response mostly above about 7.3%, no sharp cut-off; inactive = mostly below about 5.4%; also: actives read high; inactives centre near 0; some compounds called inactive have numbers as strong as hits; reference of the scale not given here
DSG3 Ab inh – inhibitors of pemphigus antibody binding to DSG3, primary screen, biochemical, bead-based, flow cytometry, scFv-GFP; Desmoglein-3 (Homo sapiens), P32926; DSG3-coupled beads, scFv-anti-DSG3-GFP binding; hits give low values; binding (percent of control), % at 10 µM; hit rate 0.48% among 310,000;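 active = binding more than 3 SD below its plate's average and above zero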;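 also: hits lower antibody fragment binding to DSG3; some compounds called inactive have numbers as strong as hits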
DAGLB inhibitor – DAGLB lipase inhibitors, primary screen, biochemical, fluorescence, HTS; hit rate 0.059% among 340,000; Diacylglycerol lipase-beta (Homo sapiens), Q8NCG7; inhibition, % at 5.17 µM; HEK293T DAGLB membrane lysate, EnzChek fluorogenic substrate; in the data active = inhibition above about 34%;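 also: 0% = enzyme with vehicle and 100% = wells lacking enzyme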
HTR5A inv ctr – HTR5A inverse agonists in luminescence cell assay, primary screen, counter-screen for OPRM1-OPRD1 heterodimer inverse agonist project, full-deck HTS. inhibition, % at 9.3 µM. AID 504634, 2011. HTR5A cell line, inverse agonism. hit rate 0.083% among 340,000; in the data active = inhibition mostly above about 23%, no sharp cut-off; inactive = mostly below about 18%;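 also: 0% = cells with DMSO and 100% = no-cell wells with DMSO; some compounds called inactive have numbers as strong as hits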
PKA-R1A act – activators of PKA-R1A holoenzyme, primary screen, biochemical, fluorescence polarization, Cy5-IP20, bovine R1A, mouse PKAc; PKA-R1A dissociation; scaled: DMSO 0%, 113 µM cGMP 100%; activation, % at 11.4 µM; hit rate 0.083% among 340,000;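 active = percent activation above the mean of all tested compounds plus 3 SD, cut at about 19% in these data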;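 also: higher means more PKAc released from R1A so a rise in polarization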
MOR-DOR inv ag – inverse agonists of MOR-DOR heterodimerization, primary screen, cell-based, luminescence | Mu-type opioid receptor (Homo sapiens) + Delta-type opioid receptor (Homo sapiens), … | cell-based MOR-DOR heterodimer luminescence, inverse agonism | inhibition, % at 9.3 µM | hit rate 0.21% among 340,000 | AID 504357, 2011; in the data active = inhibition above about 22%, passing the limit was not always enough;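 also: 0% = cells with DMSO and 100% = wells without cells with DMSO; values of inactives mirror those of a sister screen read the other way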
OPRM1-OPRD1 ag – agonists of OPRM1-OPRD1 heterodimerization, primary screen, cell-based, luminescence. AID 504326, 2011. cells. activation, % at 9.3 µM. hit rate 0.3% among 340,000. Mu-type opioid receptor (Homo sapiens) + Delta-type opioid receptor (Homo sapiens), …; in the data active = activation above about 18%;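 also: 0% = vehicle-treated cells and 100% = reference agonist; values of inactives mirror those of a sister screen read the other way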
The depositor's hits bear a star; nt = no result given.

1. Cc1cccc(C(=O)Nc2ccnc(-c3cccnc3)n2)c1
2. CC(OC(=O)c1c[nH]c2ccccc12)C(=O)N1CCCC1 (configuration not stated)
3. CCOc1ccc(OCC)c(NC(=O)CN(C)S(=O)(=O)c2cnc[nH]2)c1
4. COc1cc(/C=C(\C#N)c2nc3ccccc3[nH]2)cc(Br)c1OCc1ccc(F)cc1
5. CCNC(=S)Nc1ccc(Cl)cc1
6. O=C(NC(=S)NCc1ccc(F)cc1)c1ccccc1
7. Cc1ccc(-n2[nH]c(C)c(C=Nc3ccc(S(=O)(=O)Nc4nccs4)cc3)c2=O)cc1C
8. Cc1onc(-c2ccccc2)c1C(=O)n1nnc2ccccc21
9. COc1ccc(Nc2nc(NCC3CCCO3)nc(N)c2[N+](=O)[O-])cc1 (configuration not stated)
10. C[C@H]1[C@H](c2ccccc2)C[C@@H](C(=O)O)C1(C)C

Screen / compound no.	1	2	3	4	5	6	7	8	9	10
OPRM1-OPRD1 ag	-2.0	-1.6	-2.0	-0.2	-0.6	4.2	-1.3	-0.9	-1.3	1.4
V-ATPase pHluor	-4	0	-7	-2	1	2	-2	1	-4	-7
DSG3 Ab inh	100	135	94	96	102	107	93	97	109	102
MOR-DOR inv ag	10	8	12	1	3	-22	8	5	7	-8
PKA-R1A act	-1	-3	-6	-8	7	-10	-14	0	-4	2
HTR5A inv ctr	-9	15	-15	8	11	12	3	-6	1	22
PKA-R2B activ	-7	-9	-4	2	-13	-5	0	-6	-1	10
HTR5A ag	3	-4	6	-2	-4	-5	-2	-1	2	1
DAGLB inhibitor	-4	-1	-1	-3	2	-8	3	0	-3	-1
Arr AP2 block	37	4	-61	-2	25	34	-8	7	43	3

11. Cn1nnc(NC(=S)NC(=O)c2cccc3c(Br)cccc23)n1
12. CCCCn1c(-c2cccnc2)n[nH]c1=S
13. O=C(NC1CC1)c1scc2c1OCCO2
14. O=S(=O)(c1ccc(Br)c2nsnc12)N1CCOCC1
15. CCN(CC)CCCN1C(=O)C(=O)/C(=C(/O)c2ccc(Cl)cc2)C1c1ccccn1 (configuration not stated)
16. CC(C)(C)OC(=O)NCCCCCNC(=O)c1[nH]cnc1C(=O)N[C@@H](Cc1ccccc1)C(=O)OCc1ccccc1
17. CCc1ccc(N2CC(C(=O)OCC(=O)NC3CC3)CC2=O)cc1 (configuration not stated)
18. Cc1cccc(C)c1OCC(=O)OC/C(O)=C(\C#N)c1nc2ccccc2[nH]1
19. Cc1ccc2[nH]c(C(F)(F)F)cc(=O)c2c1
20. CCOC(=O)C1(C(F)(F)F)N=C(C(F)(F)F)Nc2ccc(F)cc21 (configuration not stated)

Screen / compound no.	11	12	13	14	15	16	17	18	19	20
OPRM1-OPRD1 ag	-6.2	0.0	0.1	-0.2	-1.8	5.7	0.0	17	3.2	-1.6
V-ATPase pHluor	-1	0	0	-2	3	1	5	2	0	1
DSG3 Ab inh	101	101	98	102	105	102	97	116	111	nt
MOR-DOR inv ag	33*	0	-1	1	9	-32	0	-89	-17	8
PKA-R1A act	-6	7	0	7	-8	-11	8	-10	-4	-11
HTR5A inv ctr	18	36	-33	2	15	-25	-7	-7	-11	-9
PKA-R2B activ	-2	3	7	-1	-9	-12	2	-7	-7	-7
HTR5A ag	-4	-4	3	2	0	2	2	8	1	2
DAGLB inhibitor	-1	1	-1	-2	1	-5	-2	-1	-2	1
Arr AP2 block	24	-9	-6	-3	26	-12	-5	-3	-9	-11

Reformatted with each value named: part of the list above.
4	COc1cc(/C=C(\C#N)c2nc3ccccc3[nH]2)cc(Br)c1OCc1ccc(F)cc1
  OPRM1-OPRD1 ag = -0.2	V-ATPase pHluor = -2	DSG3 Ab inh = 96	MOR-DOR inv ag = 1	PKA-R1A act = -8	HTR5A inv ctr = 8	PKA-R2B activ = 2	HTR5A ag = -2	DAGLB inhibitor = -3	Arr AP2 block = -2
5	CCNC(=S)Nc1ccc(Cl)cc1
  OPRM1-OPRD1 ag = -0.6	V-ATPase pHluor = 1	DSG3 Ab inh = 102	MOR-DOR inv ag = 3	PKA-R1A act = 7	HTR5A inv ctr = 11	PKA-R2B activ = -13	HTR5A ag = -4	DAGLB inhibitor = 2	Arr AP2 block = 25

Carrying on:
21. CCCCNC(=S)N/N=C/c1ccccc1F
22. O=C(NCCN1CCOCC1)c1ccc(CS(=O)(=O)c2c(Cl)cccc2Cl)o1
23. COc1ccc(NC(=O)N2CCCc3ccccc32)cc1OC
24. CCOC(=O)C(C)Sc1nnc(CNC(=O)c2ccc(OC)cc2)n1C1CCCCC1 (configuration not stated)

Screen / compound no.	21	22	23	24
OPRM1-OPRD1 ag	6.0	1.1	0.0	-2.5
V-ATPase pHluor	6	-5	3	4
DSG3 Ab inh	113	105	96	105
MOR-DOR inv ag	-32	-6	0	12
PKA-R1A act	-10	-5	9	-2
HTR5A inv ctr	-1	-7	6	1
PKA-R2B activ	-4	1	2	1
HTR5A ag	1	2	3	6
DAGLB inhibitor	-2	-1	2	1
Arr AP2 block	1	9	8	0

Arranged by length of the SMILES (high to low): some entries from above
16. CC(C)(C)OC(=O)NCCCCCNC(=O)c1[nH]cnc1C(=O)N[C@@H](Cc1ccccc1)C(=O)OCc1ccccc1
15. CCN(CC)CCCN1C(=O)C(=O)/C(=C(/O)c2ccc(Cl)cc2)C1c1ccccn1 (configuration not stated)
18. Cc1cccc(C)c1OCC(=O)OC/C(O)=C(\C#N)c1nc2ccccc2[nH]1
24. CCOC(=O)C(C)Sc1nnc(CNC(=O)c2ccc(OC)cc2)n1C1CCCCC1 (configuration not stated)
17. CCc1ccc(N2CC(C(=O)OCC(=O)NC3CC3)CC2=O)cc1 (configuration not stated)
23. COc1ccc(NC(=O)N2CCCc3ccccc32)cc1OC
19. Cc1ccc2[nH]c(C(F)(F)F)cc(=O)c2c1
12. CCCCn1c(-c2cccnc2)n[nH]c1=S
21. CCCCNC(=S)N/N=C/c1ccccc1F
13. O=C(NC1CC1)c1scc2c1OCCO2

Screen / compound no.	16	15	18	24	17	23	19	12	21	13
OPRM1-OPRD1 ag	5.7	-1.8	17	-2.5	0.0	0.0	3.2	0.0	6.0	0.1
V-ATPase pHluor	1	3	2	4	5	3	0	0	6	0
DSG3 Ab inh	102	105	116	105	97	96	111	101	113	98
MOR-DOR inv ag	-32	9	-89	12	0	0	-17	0	-32	-1
PKA-R1A act	-11	-8	-10	-2	8	9	-4	7	-10	0
HTR5A inv ctr	-25	15	-7	1	-7	6	-11	36	-1	-33
PKA-R2B activ	-12	-9	-7	1	2	2	-7	3	-4	7
HTR5A ag	2	0	8	6	2	3	1	-4	1	3
DAGLB inhibitor	-5	1	-1	1	-2	2	-2	1	-2	-1
Arr AP2 block	-12	26	-3	0	-5	8	-9	-9	1	-6
